TRb SRC2 PPI: inhibitors of human thyroid hormone receptor beta-SRC2 interaction. P10828. TRbeta-SRC2 peptide binding, fluorescence polarization; receptor liganded with 1 µM T3. Potency, µM (doses to about 106 µM), for inactives: at the top dose activity change, negative = inhibition, usual class: inhibitors. 0.065% of 280,000 active;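 note: plate controls were bound peptide for no effect and peptide without receptor for full effect; nearly all actives have a fitted effect of over 50% in size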
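Decrease in fluorescence polarization of 20 nM Texas Red SRC2 coactivator peptide flagged inhibition of its binding to 0.6 uM TRb LBD; 1 uM T3 included, incubation 5 hr, ex 555/em 632 nm.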
GAA inh: blocks human lysosomal alpha-glucosidase | Potency, µM (series often up to 76.9 µM), without a hit: top-dose activity change, negative = inhibition, most hits filed as inhibitors | 0.005% of 200,000 active | P10253 | purified human GAA, 4-MU-alpha-glucoside fluorescence;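 note: plate controls were uninhibited enzyme wells for no effect and no-enzyme background for full effect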
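Human alpha-glucosidase, 4 nM, pre-mixed with test compounds before 400 uM 4-methylumbelliferyl substrate; 20 min room temperature at pH 5.0. Fluorescence read after pH 10 stop; AC50 values from Hill-equation fits.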
GoLoco inh red: blocks human Gai1 binding to RGS12 GoLoco peptide, red readout. Potency, µM (doses to about 61.6 µM), without a hit: top-dose activity, negative = inhibition, actives largely listed as inhibitors. 0.44% of 230,000 active. P63096. AID 880. Gai1:RGS12 GoLoco peptide FP, rhodamine, 10 min; active = well fitted inhibition curve with a large enough effect, not every such curve was filed as active; inactive = no such curve, though single readings can be large or run the other way; note: nearly all actives have a fitted effect of over 30% in size; many of its hits are not listed in these tables
GAA glycogen: alters human alpha-glucosidase cleavage of glycogen; recombinant GAA, glycogen substrate, Amplex Red glucose oxidase fluorescence; Potency, µM (highest dose often 76.4 µM), for inactives: at the top dose activity change, negative = inhibition, hits mostly inhibitors; 0.38% of 300,000 active; AID 2100;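 note: 0% = full enzyme reaction and -100% = no-enzyme basal signal; the screen sought inhibitors and activators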
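qHTS, 1536-well; enzyme 4 nM final; cpd up to 77 uM; substrate bovine liver glycogen 30 ug; 50 mM citrate/phosphate pH 5.0, 0.01% Tween-20; 37 C, 40 min; Amplex Red detection 45 min RT; Hill fit → AC50.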
L3MBTL1 inh: L3MBTL1 (human) inhibition; Q9Y468; AlphaScreen L3MBTL1–H3K9me1 peptide binding; Potency, µM (top dose mostly 57.1 µM), for the others: at the top dose activity, negative = inhibition, usual class: inhibitors; 0.66% of 230,000 active; AID 485360; note: nearly all actives have a fitted effect of over 60% in size
Target sequence (Q9Y468 whole entry, looked up): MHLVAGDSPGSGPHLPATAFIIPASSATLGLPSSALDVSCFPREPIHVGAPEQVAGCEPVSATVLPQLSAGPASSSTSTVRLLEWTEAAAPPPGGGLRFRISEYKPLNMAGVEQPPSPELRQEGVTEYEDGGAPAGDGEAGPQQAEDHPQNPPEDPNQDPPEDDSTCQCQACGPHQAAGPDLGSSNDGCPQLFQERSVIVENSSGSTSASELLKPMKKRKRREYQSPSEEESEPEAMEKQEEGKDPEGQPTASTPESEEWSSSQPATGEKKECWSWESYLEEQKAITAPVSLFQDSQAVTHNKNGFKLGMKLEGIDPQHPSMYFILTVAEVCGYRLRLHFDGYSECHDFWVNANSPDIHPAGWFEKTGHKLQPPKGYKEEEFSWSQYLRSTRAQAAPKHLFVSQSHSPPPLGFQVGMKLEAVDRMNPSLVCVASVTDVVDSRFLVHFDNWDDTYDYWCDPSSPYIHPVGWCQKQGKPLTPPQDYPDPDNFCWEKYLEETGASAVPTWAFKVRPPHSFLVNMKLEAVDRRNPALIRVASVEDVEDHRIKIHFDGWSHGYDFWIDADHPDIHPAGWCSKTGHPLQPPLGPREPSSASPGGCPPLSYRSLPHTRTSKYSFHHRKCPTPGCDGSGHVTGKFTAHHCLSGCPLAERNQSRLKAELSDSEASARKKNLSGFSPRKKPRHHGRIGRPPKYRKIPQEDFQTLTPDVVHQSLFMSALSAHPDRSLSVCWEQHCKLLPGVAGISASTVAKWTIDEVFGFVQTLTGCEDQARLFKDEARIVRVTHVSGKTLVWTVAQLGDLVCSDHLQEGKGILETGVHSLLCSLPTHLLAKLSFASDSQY
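L3MBTL1 50 nM + b-AHA-H3(1-15)K9me1 75 nM, 30 min RT; compound added, 30 min RT; streptavidin donor/Ni-chelate acceptor beads 10 ug/mL each final, 30 min RT dark; AlphaScreen read.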
aGlu spleen mod: inhibits or activates alpha-glucosidase in human spleen homogenate | P10253 | human spleen homogenate, 4-MU-alpha-glucoside fluorescence | Potency, µM (top dose mostly 79.9 µM), for inactives: at the top dose activity change, negative = inhibition, most hits filed as inhibitors | 0.006% of 240,000 active;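 note: 0% = enzyme with vehicle and -100% = no enzyme basal signal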
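Compounds were titrated against alpha-glucosidase in spleen homogenate at pH 5.0, with 1 mM 4-methylumbelliferyl substrate for 40 min at 37 C. Reactions were quenched with pH 10 NaOH/glycine and fluorescence measured.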
RECQ1 helicase: inhibitors of human RECQ1 DNA helicase; RECQ1 DNA unwinding, red fluorescence kinetic read; Potency, µM (highest dose often 57.3 µM), without a hit: at the highest dose activity, negative = inhibition, actives largely listed as inhibitors; 0.54% of 240,000 active; AID 2549;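 note: plate controls were vehicle for no effect and no enzyme for full effect; nearly all actives have a fitted effect of over 30% in size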
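RECQ1T1 50 nM; forked duplex (20 bp + 30-nt ss tails) 200 nM, ATP 2 mM final; pH 8.0, 2 mM MgCl2, 2.5 ug/ml poly(dI-dC); 15 min compound preincubation; discontinuous kinetic read over 2 h at RT.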
TexasRed fluor: Texas Red fluorescence interference in TRb-SRC2 counter-screen. 0.29% of 280,000 active. AID 1479. Potency, µM (top dose mostly 106 µM), inactives show at the top dose fluorescence change, negative = quenching. TRb/SRC2 Texas Red total fluorescence interference; active = well fitted curve in either direction with a large enough effect; inconclusive = small, poorly fitted or top-dose-only effect
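Flags fluorescent or light-absorbing compounds by total fluorescence, S + 2P, at 555 nm excitation and 632 nm emission. Mixture: 20 nM Texas Red SRC2 peptide, 0.6 uM human TRb LBD, 1 uM T3, 5% DMSO; compound exposure 5 h at ambient temperature.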
Active calls of the source: *; i = inactive; ? = inconclusive; / = not tested or not shown; & = joins results of further samples; [ ] = remark or other dose. Unless noted, calls come from the whole dose curve; as a rule, active = well fitted curve in the direction sought with a large enough effect; inconclusive = small, poorly fitted or top-dose-only effect, or another doubt; inactive = no such curve, though single readings can be large; an effect the other way counts as inactive or inconclusive. Unless noted, % is set by controls: 0 for no effect and ±100 for the full control effect; potency is the fitted concentration of half-maximal effect.

SMILES | TRb SRC2 PPI | GAA inh | GoLoco inh red | GAA glycogen | L3MBTL1 inh | aGlu spleen mod | RECQ1 helicase | TexasRed fluor
COc1cccc(NC(=O)NCCCSC2CCCCC2)c1 | 4% | -4% | 11% | -7% | -1% | -7% | -16% | -4%
Nc1nnc(N2CCCCCC2)s1 | -3% | ? | 27% | -1% | 13% | -10% | 3% | 1%
Cc1cc(C)c(NC(=O)c2cc(=O)c3ccccc3o2)c(C)c1 | 0% | -4% | 8% | 9% | 3% | 6% | -4% | -1%
COCCn1c(C)cc(C(=O)CSc2nc3ccccc3c(=O)[nH]2)c1C | -19% | 6% | 8% | 4% | 2% | -2% | -6% | -1%
COc1ccccc1C(c1nnnn1Cc1ccco1)N1CCN(c2cccc(C)c2C)CC1 (stereo not drawn) | 2% | -3% | -2% | -8% | -8% | -6% | -15% | -3%
N/C(Cc1nc(-c2ccc(Cl)cc2)cs1)=N/O | 2% | -2% | 6% | 0% | 2% | 1% | -6% | -1%
COC(=O)CNC(=O)C(C)NC(=O)OCc1ccccc1 (stereo not drawn) | 9% | 8% | 5% | -1% | 5% | 2% | -7% | 2%
CCOC(=O)N/N=C(\C)c1ccc(-n2cnnn2)cc1 | 2% | -2% | -11% | 5% | 12% | / | -17% | 4%
Cc1cs/c(=N\N=C2CCCCC2)n1Cc1ccco1 | 11% | 0% | 10% | ? | -29% | -8% | -9% | -1%
CCN(CC)CCC(c1ccc2c(c1)OCO2)c1c(OC)cc(OC)c2ccc(=O)oc12 (stereo not drawn) | 5% | / | -4% | 4% | / | -3% | i | -4%
CCOC(=O)N1CCN(c2nc3ccccc3nc2C(C#N)S(=O)(=O)c2ccc(C)cc2)CC1 (stereo not drawn) | -11% | 4% | 8% | 1% | 4% | 3% | -4% | -1%
COc1ccc(/C=N/NC(=O)c2csc(-n3nc(C)cc3C(F)(F)F)n2)cc1 | 7% | 3% | -2% | 0% | 0% | 2% | -1% | 0%
CCCCNC(=O)NNC(=O)c1ccco1 | -6% | 3% | 7% | 8% | 4% | -2% | -2% | 3%
Cc1ccc(NC(=O)c2csnn2)c(C)c1 | 8% | -7% | 11% | 2% | 4% | -4% | -2% | -3%
COc1ccccc1NC(=O)N(Cc1cccs1)Cc1cc2cc3c(cc2[nH]c1=O)OCO3 | -4% | 6% | 1% | -13% | -7% | 2% | 0% | -1%

Retrieved by compound from above (6):
SMILES | TRb SRC2 PPI | GAA inh | GoLoco inh red | GAA glycogen | L3MBTL1 inh | aGlu spleen mod | RECQ1 helicase | TexasRed fluor
CCN(CC)CCC(c1ccc2c(c1)OCO2)c1c(OC)cc(OC)c2ccc(=O)oc12 (stereo not drawn) | 5% | / | -4% | 4% | / | -3% | i | -4%
COCCn1c(C)cc(C(=O)CSc2nc3ccccc3c(=O)[nH]2)c1C | -19% | 6% | 8% | 4% | 2% | -2% | -6% | -1%
Nc1nnc(N2CCCCCC2)s1 | -3% | ? | 27% | -1% | 13% | -10% | 3% | 1%
COc1ccccc1C(c1nnnn1Cc1ccco1)N1CCN(c2cccc(C)c2C)CC1 (stereo not drawn) | 2% | -3% | -2% | -8% | -8% | -6% | -15% | -3%
Cc1cs/c(=N\N=C2CCCCC2)n1Cc1ccco1 | 11% | 0% | 10% | ? | -29% | -8% | -9% | -1%
CCOC(=O)N/N=C(\C)c1ccc(-n2cnnn2)cc1 | 2% | -2% | -11% | 5% | 12% | / | -17% | 4%

Additional results follow:
SMILES | TRb SRC2 PPI | GAA inh | GoLoco inh red | GAA glycogen | L3MBTL1 inh | aGlu spleen mod | RECQ1 helicase | TexasRed fluor
Clc1cccc(OCCCN2CCCC2)c1Cl | 9% | -1% | 5% | 8% | -3% | 0% | -4% | 2%
COc1ccc(Cn2c(=O)c3cccnc3n(Cc3ccc([N+](=O)[O-])cc3)c2=O)cc1 | -3% | -2% | 1% | 10% | -5% | -9% | 2% | -2%
Cc1onc(-c2ccccc2)c1C(=O)NNC(=S)NC(=O)c1ccc(F)cc1 | -1% | -4% | / | -17% | 28% | -6% | 3% | -3%
CC12CCC(C(=O)NCc3ccccc3Cl)(CC1=O)C2(C)C (stereo not drawn) | -13% | 2% | 1% | -10% | -2% | -14% | i | -1%
COc1cccc(C(=O)CN2CCN(S(=O)(=O)c3ccc(Br)cc3)CC2)c1 | 2% | 0% | -2% | 9% | 9% | -8% | -13% | -1%
COc1ccc(-c2noc(CCC(=O)NCCN(C)Cc3ccccc3)n2)cc1 | 1% | -26% | 3% | 4% | / | -10% | 9% | 1%
O=C(NC1CCCC1)C1CCN(S(=O)(=O)c2cccc3cccnc23)CC1 | 0% | 5% | 1% | 2% | -1% | -11% | -11% | 0%
C=C(NC(=O)C(=C)NC(=O)c1csc(C2=NC3c4csc(n4)C4NC(=O)c5csc(n5)C(C(C)(O)C(C)O)NC(=O)C5CSC(=N5)C(=CC)NC(=O)C(C(C)O)NC(=O)c5csc(n5)C3(CC2)NC(=O)C(C)NC(=O)C(=C)NC(=O)C(C)NC(=O)C(C(C)CC)NC2C=Cc3c(C(C)O)cc(nc3C2O)C(=O)OC4C)n1)C(N)=O (stereo not drawn) | 10% | / | 5% | / | / | -11% | 15% | -1%
CC1=NN(c2nc(C)cc(C)n2)C(=O)C1CCC(C)C (stereo not drawn) | 0% | 5% | 11% | ? | / | -1% | i | 3%
COc1cc2[nH]c(=S)n(C3CC3)c(=O)c2cc1OC | 2% | -2% | 2% | -13% | -6% | 6% | 0% | -1%
CCOc1ccc(C2C(C(C)=O)=C(O)C(=O)N2CCc2c[nH]c3ccccc23)cc1 (stereo not drawn) | 6% | 8% | 7% | 10% | -14% | 1% | 3% | -5%
COc1ccc(N2CCN(C(=O)c3ccccc3)CC2)c([N+](=O)[O-])c1 | 3% | / | 3% | 4% | -17% | 2% | i | 2%
CCOC(=O)CSc1nc(=O)n2cc(C)ccc2n1 | 2% | 0% | -3% | 4% | / | -13% | i | -2%
CN(CCOc1ccccc1)CC(=O)Nc1cccc(Br)c1 | 0% | -7% | 2% | 6% | 68%[activator] | 3% | i | 1%
O=C(NCc1ccc2c(c1)OCO2)c1cccnc1 | 1% | 1% | 7% | -3% | -7% | 5% | 0% | 4%
Cn1c(=O)c2cc(S(=O)(=O)Nc3cc(C(=O)O)cc(C(=O)O)c3)ccc2n(C)c1=O | -1% | -1% | 4% | -60% | / | 8% | -6% | -4%
O=C(COC(=O)c1cc(=O)[nH]c2ccccc12)Nc1nc(-c2ccccc2)cs1 | 4% | 6% | 7% | -9% | -9% | 1% | i | -3%
O=C(COC(=O)/C=C/c1ccc(S(=O)(=O)N2CCOCC2)cc1)NCc1ccc2c(c1)OCO2 | -5% | 10% | 4% | 6% | -1% | -7% | i | -3%
COC(=O)CNC(=O)C1(C)C=CCN1C(=O)c1ccccc1 (stereo not drawn) | 2%&7% | -3% | -2%&-1% | 5% | 4% | 6%&-3% | -2%&3% | -1%&-1%
Cc1ccc(-n2c3nc(=O)n(C)c(=O)c-3cc3ccccc32)cc1 | 1% | / | -3% | -1% | / | 1% | -4% | -6%
CCCOc1ccc(C(C)=O)cc1CC(C(=O)OCC)C(=O)OCC | 3% | 8% | 5% | 11% | 8% | 0% | i | 1%
CCOC(=O)N1CCN(C(=O)CNC(=O)c2nn(-c3ccc(OC)cc3)c(=O)c3ccccc23)CC1 | 4% | -14% | -1% | 2% | ? | 2% | -5% | 1%
CCOC(=O)C1CCN(S(=O)(=O)c2cc(Cl)c(C)cc2OC)CC1 | -2% | -8% | 0% | -1% | 7% | -3% | -1% | -3%
Cc1cc(C)cc(Oc2ccc(N)cc2)c1 | 2% | -8% | -5% | -8% | 21%[11.4 µM] | -15% | i | 0%
CC(=O)Oc1cccc(N2C(=O)c3ccc(C(=O)O)cc3C2=O)c1 | 0% | -6% | 1% | 7% | 7% | 0% | i | -6%
Cc1ccc(C)c(SCC(=O)c2ccc[nH]2)c1 | -7% | 2% | -1% | -6% | ? | -3% | i | -1%
COc1ccccc1C1C(C#N)=C(N)Oc2cc(C)n(CCCn3ccnc3)c(=O)c21 (stereo not drawn) | -1% | 3% | -5% | 9% | / | -13% | i | -6%
Cc1cc(C(=O)OCC(=O)NC(C)C)c(C)o1 | 2% | 1% | 0% | 5% | / | 0% | -3% | -3%
CCOC(=O)Cc1[nH]nc2c1C(c1ccoc1)C(C#N)=C(N)O2 (stereo not drawn) | -10% | 0% | -10% | -14% | -26% | -17% | -14% | -7%
O=C(c1ccc(F)cc1)N(Cc1ccccc1)C1CCS(=O)(=O)C1 (stereo not drawn) | -4% | -7% | 3% | -15% | -9% | 4% | 4% | 0%
CNC(=O)n1cc(C)c(-c2cccs2)n1 | 2% | / | -3% | 5% | -2% | 3% | i | 2%
COc1ccc(NC(=O)c2cccs2)cc1NC(=O)c1ccco1 | 1% | -7% | 9% | -13% | -3% | -6% | -13% | 1%
CSc1ccccc1NC(=S)N/N=C/c1cccn1Cc1ccc(F)cc1 | 6% | -8% | 21% | ? | / | -5% | -16% | 1%
CCCOC(=O)c1[nH]c2c(c1C)C(=O)CC(c1ccc(OC)c(OC)c1)C2 (stereo not drawn) | -3% | 0% | 0% | 3% | 9% | 0% | 0% | -5%
COc1ccc(NC(=O)Cn2c(=O)n(-c3ccccc3)c(=O)c3oc4ccccc4c32)c(OC)c1 | 2% | 4% | 0% | -5% | 2% | -3% | -2% | -1%
C/C(=N\Nc1ccc(C(=O)c2c(C)cc3ccccn23)cc1[N+](=O)[O-])c1ccc(O)cc1 | -3% | / | 2% | 4% | / | -3% | i | -3%
COc1ccc(CCNCC(=O)Nc2ccc(C)c(S(=O)(=O)N(C)C)c2)cc1 | 1% | 2% | -8% | 3% | 1% | -1% | i | 0%
N#Cc1ccsc1NC(=O)CN1CCCCC1 | -11% | -5% | 9% | 4% | / | 4% | i | 3%
CCN(CC)CCN(Cc1cc2ccc(C)c(C)c2[nH]c1=O)C(=S)NCc1ccco1 | -8% | -11% | 71%[activator] | 9% | -1% | 0% | -5% | 1%
Cc1nc([N+](=O)[O-])cn1-c1nc2ccccn2c1[N+](=O)[O-] | 6% | -2% | 5%[14.2 µM] | -9% | 13% | -6% | -9% | -1%

These rows are one share of the data; rates above refer to the full screens.
